# Mm-Cpn inhibitor = blocks the Methanococcus maripaludis chaperonin Mm-Cpn | purified Mm-Cpn ATPase, ADP Transcreener TR-FRET | Potency, µM (highest dose often 76.9 µM), without a hit: at the highest dose activity, negative = inhibition, most hits filed as inhibitors | 0.031% of 330,000 active; also: potency is read from the fitted curve at half-maximal effect; % is scaled to controls: 0 for no effect and ±100 for the full control effect; nearly all actives have a fitted effect of over 80% in size
#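 TR-FRET (320 nm excitation; 590 and 665 nm emission) reports ADP made from 10 uM ATP by 25 nM enzyme; compounds were preincubated 10 min, reaction run 30 min, both at 37°C.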
# Nrf2 block = Nrf2 pathway inhibition; 2.1% of 360,000 active; A549 ARE-Fluc reporter, luciferase luminescence, 18-24 h; AID 504444; Potency, µM (top dose mostly 46 µM), for inactives: top-dose activity change, negative = inhibition, most hits filed as inhibitors; also: potency is read from the fitted curve at half-maximal effect; % is scaled to controls: 0 for no effect and ±100 for the full control effect; nearly all actives have a fitted effect of over 60% in size
#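 Cells were seeded and rested 2 h, then exposed to compounds for 18-24 h. CellTiter-Fluor was read first as a viability measure. BugLite was added 15 min before the final luminescent read of ARE-luciferase activity in A549 cells.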
# pAkt inh = Akt phosphorylation inhibition; Neuro2A IGF-stimulated pAkt S473 HTRF, 20 min; hits give low values; activity change, % for hits at 50 µM; 0.32% of 360,000 active; in the data active = activity change below about -80%; inconclusive = mostly about -51% to -80%; also: % is scaled to controls: 0 for no effect and ±100 for the full control effect
#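 Neuro2A cells in DMEM with 0.5% FBS, overnight at 37 deg C, given compound at single 50 µM final, then IGF (6 nM final) for 20 min at 37 deg C. Lysed; phospho-Akt Ser473 by HTRF after 24 h, 665/615 ratio.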
# HepG2 tox = kills HepG2 cells in TGF-b inhibitor counter-screen | HepG2 CAGA-GFP viability, ATP luminescence, 18 h | Potency, µM (highest dose often 46.1 µM), for inactives: at the highest dose activity change, negative = cytotoxicity, usual class: cytotoxic | 0.76% of 410,000 active; also: potency is read from the fitted curve at half-maximal effect; some results filed as inactive show a strong effect at the top dose
#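 HepG2 CAGA-GFP cells (1000/well, DMEM with 1% FBS) received compound, then TGF-beta at 500 pg/mL final, and were incubated 18 hours at 37 degrees C. Viability was read by CellTiter-Glo luminescence. Media-only wells were set as complete cell-killing and DMSO as no toxicity.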
# CCT chaperon mod = changes cytosolic chaperonin activity; purified chaperonin ATPase assay, HTRF ADP detection, 30 min; activity change, % (no concentration beside the values), hits read low; 0.3% of 360,000 active; AID 651819; in the data active = activity change below about -30%; also: % is scaled to controls: 0 for no effect and ±100 for the full control effect
#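 First, chaperonin was dispensed at 40 nM or 20 nM final depending on batch activity. Next, compounds were pinned at 76 uM and ATP added at 10 uM. After 30 min at 37 °C, ADP detection reagents ran 30 min at ambient temperature.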
# Nrf2 activator = Nrf2 pathway activation | 0.31% of 410,000 active | AREc32 ARE-luciferase reporter (MCF7-derived line), luminescence, 24 h | Potency, µM (highest dose often 46.1 µM), inactives show at the highest dose activation, most hits filed as activators | AID 624171; also: potency is read from the fitted curve at half-maximal effect; % of control where 0% means no effect; nearly all actives have a fitted effect of over 65% in size
#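 Quantitative high-throughput format: AREc32 reporter cells, 1000 per well, received compound by pin transfer and were incubated 24 hr at 37 deg C, 5% CO2, before Steady-Glo luminescence detection.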
# TGFb inhibitor = blocks TGF-b signaling | 1.2% of 410,000 active | AID 588855 | Potency, µM (highest dose often 46.1 µM), inactives show at the highest dose activity, negative = inhibition, most hits filed as inhibitors | HepG2 CAGA-GFP TGF-b/SMAD3 reporter, GFP fluorescence, 18 h; TGF-beta stimulated, 500 pg/mL final; also: potency is read from the fitted curve at half-maximal effect; % is scaled to controls: 0 for no effect and ±100 for the full control effect; nearly all actives have a fitted effect of over 65% in size
#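 Smad-responsive CAGA-GFP expression was quantified in HEPG2 cells exposed to compounds and 500 pg/mL final TGF-beta for 18 h at 37 degrees C; unstimulated wells defined full inhibition.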
# Abeta yeast res = A-beta toxicity reversal in yeast; yeast expressing A-beta42, growth rescue, OD600, 48 h; response scale: 0% DMSO, 100% iron-clioquinol control; Potency, µM (top dose mostly 46.1 µM), inactives show at the top dose growth rescue, most hits filed as activators; 0.063% of 410,000 active; also: potency is read from the fitted curve at half-maximal effect; nearly all actives have a fitted effect of over 55% in size
#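 Yeast A-beta toxicity model in growth medium with pinned compounds, 48 h at 30 C; growth read as absorbance at 600 nm. Normalized to FeCl3/clioquinol equimolar mix (positive) and DMSO (negative).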
# A549 tox = A549 cytotoxicity, counter-screen for Nrf2 inhibitors. A549 ARE-Fluc cells, CellTiter-Fluor viability, 18-24 h. Potency, µM (series often up to 46 µM), for inactives: top-dose activity change, negative = cytotoxicity, actives largely listed as inhibitors. 0.16% of 390,000 active. AID 504648; also: potency is read from the fitted curve at half-maximal effect; % is scaled to controls: 0 for no effect and ±100 for the full control effect
#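 A549 ARE_Fluc cells in 5% FBS OPTI-MEM were exposed to compounds in concentration-response for 18-24 h at 37 deg C. Viability was read by CellTiter-Fluor fluorescence (Ex 405/Em 525) after 30 min, before the luciferase read.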
# * marks the source's active call; other numbers are inactive results; i = inactive; ? = inconclusive; · = no result given; [ ] = another dose, or the depositor's remark. Unless noted, calls follow the shape of the dose curve; as a rule, active = well fitted curve in the direction sought with a large enough effect; inconclusive = small, poorly fitted or top-dose-only effect, or another doubt; inactive = no such curve, though single readings can be large; an effect the other way counts as inactive or inconclusive.
# The line under a structure holds: Mm-Cpn inhibitor | Nrf2 block | pAkt inh | HepG2 tox | CCT chaperon mod | Nrf2 activator | TGFb inhibitor | Abeta yeast res | A549 tox
> CC1CCCC(NC2CCCCNC2=O)C1 (centres undefined)
  0% | 4% | i | 2% | -3.5 | -0.5% | -10% | -8% | -2%
> CCc1ccc(-n2c(SCc3ccccc3C)nc3[nH]ncc3c2=O)cc1
  · | · | · | 22µM* | · | -1.3% | · | 6% | -6%
> O=C(CN1C(=O)COc2ccccc21)N(Cc1cccnc1)Cc1ccccc1F
  -1% | 1% | i | -13% | -4.3 | 0.6% | 2% | -4% | -6%
> COc1ccc(-c2c(C)nn3c(N4CCC(C(=O)NCCC(C)C)CC4)cc(C)nc23)cc1OC
  · | ? | · | 3% | · | 0.3% | -6% | -7% | -10%
> O=C(CSc1nc2ccccc2c(=O)n1CCCN1CCOCC1)Nc1ccc(Br)cc1
  1% | 1% | i | -20% | -3.0 | 3.8% | -4% | -8% | -20%
> Cc1cc(=O)n2nc(N3CCC(C(=O)NC(C)c4ccccc4)CC3)sc2n1 (centres undefined)
  -2% | ? | i | -6% | -1.2 | -0.3% | -3% | 15% | 9%
> COc1cccc(/C=N/n2c(N)nc3ccccc32)c1OC
  0% | -25% | i | -31% | -1.7 | 3.4% | ? | 7% | -5%
> COc1ccccc1S(=O)(=O)Cc1ccc(C(=O)NCc2ccc(Cl)cc2)o1
  · | ? | · | -21% | · | 0.5% | -28% | -6% | -5%
> Cc1cccc(C2Nc3ccccc3C(=O)N2NC(=O)c2ccc([N+](=O)[O-])cc2)n1 (centres undefined)
  3% | -4% | i | -28% | -1.9 | -0.2% | -23% | 2% | 9%
> CC(=O)n1nc2nc(C)cc(C)c2c1N
  0% | · | i | 12% | 0.6 | -0.2% | 2% | -14% | 5%
> COc1ccccc1OCC(=O)NCc1cccs1
  3% | ? | i | 2% | -1.1 | 1.2% | -11% | -22% | 6%
> CC(C)C(NC(=O)C1CCCCC1)C(=O)NC1=NCCS1 (centres undefined)
  2% | -1% | i | 7% | -0.5 | 2.1% | 5% | 14% | 9%
> COc1ccccc1NC(=O)C(=O)NCCCN1CCCC1=O
  1% | ? | i | 3% | 2.2 | 6.0% | -1% | 0% | 12%
> CCOc1ccc(NC(=O)C(=O)NCCN2CCN(C(=O)c3ccc(C)cc3)CC2)cc1
  0% | -11% | i | 3% | -1.1 | -0.4% | 13% | -8% | 1%
> CCOC(=O)C1=C(COC(=O)[C@@H](NC(=O)c2cccc(C)c2)C(C)C)NC(=O)NC1C (some centres undefined)
  1% | ? | i | 3% | -1.0 | -0.6% | 19% | 1% | -4%

# Filtered by structure, those above with a halogen
# The line under a structure holds: Mm-Cpn inhibitor | Nrf2 block | pAkt inh | HepG2 tox | CCT chaperon mod | Nrf2 activator | TGFb inhibitor | Abeta yeast res | A549 tox
> O=C(CN1C(=O)COc2ccccc21)N(Cc1cccnc1)Cc1ccccc1F
  -1% | 1% | i | -13% | -4.3 | 0.6% | 2% | -4% | -6%
> O=C(CSc1nc2ccccc2c(=O)n1CCCN1CCOCC1)Nc1ccc(Br)cc1
  1% | 1% | i | -20% | -3.0 | 3.8% | -4% | -8% | -20%
> COc1ccccc1S(=O)(=O)Cc1ccc(C(=O)NCc2ccc(Cl)cc2)o1
  · | ? | · | -21% | · | 0.5% | -28% | -6% | -5%

# Three of the entries above in order of the Mm-Cpn inhibitor value, smallest number first.
Molecule	Mm-Cpn inhibitor	pAkt inh	CCT chaperon mod	Nrf2 activator	TGFb inhibitor
CC1CCCC(NC2CCCCNC2=O)C1 (centres undefined)	0%	i	-3.5	-0.5%	-10%
O=C(CSc1nc2ccccc2c(=O)n1CCCN1CCOCC1)Nc1ccc(Br)cc1	1%	i	-3.0	3.8%	-4%
CC(C)C(NC(=O)C1CCCCC1)C(=O)NC1=NCCS1 (centres undefined)	2%	i	-0.5	2.1%	5%

# Going on with the list:
# The line under a structure holds: Mm-Cpn inhibitor | Nrf2 block | pAkt inh | HepG2 tox | CCT chaperon mod | Nrf2 activator | TGFb inhibitor | Abeta yeast res | A549 tox
> O=C(C1CCCN(S(=O)(=O)c2cccc3nsnc23)C1)N1CCN(c2ccccc2F)CC1 (centres undefined)
  · | ? | · | -17% | · | 0.2% | ? | -6% | 3%
> Cc1cccc(C)c1OCC(O)CN1CCN(c2ccccn2)CC1 (centres undefined)
  1% | 1% | i | 4% | -0.9 | -0.1% | ? | 11% | 1%
> COc1ccc(C2CC(c3ccccc3)=NN2C(=O)CSc2ncn[nH]2)cc1 (centres undefined)
  -1% | -19% | i | -5% | -0.2 | 3.8% | -1% | 12% | 2%
> Oc1ccc(/C=N/n2c(-c3ccccc3)n[nH]c2=S)cc1Br
  -1% | 1% | i | -10% | -0.8 | 2.7% | 37%[activator] | 2% | 0%
> N#CCC(=O)Nc1ccc(C(=O)NCc2ccccn2)cc1
  -5% | 9% | i | -4% | 0.1 | -0.8% | -7% | 5% | 2%
> COc1ccc(C(=O)Oc2ccc3c(C)cc(=O)oc3c2C(C)=O)cc1
  3%[15.4 µM] | 9% | i | 34% | -3.2 | 0.1% | 17% | -20% | 4%
> O=C1CN(c2nc(-c3ccccc3)c3ccccc3n2)c2ccccc2N1
  0% | ? | i | -3% | -0.8 | 4.9% | 0% | -1% | -10%
> COCCN(C(=O)C1CC1)c1nnc(-c2cccc(C)c2)s1
  -1% | -19% | i | 1% | -3.6 | 0.0% | 0% | -15% | 5%
> COc1cccc(NCc2nnc3n2CCCCC3)c1
  · | · | · | -3% | · | -0.9% | 0% | 4% | -1%
> Cc1ccc(NC(=O)Cn2c(=O)c(C(F)(F)F)nc3ccccc32)cc1C
  · | ? | · | 2% | · | -1.0% | -29% | -4% | 0%
> O=C(Nc1cccc(S(=O)(=O)Nc2ccc(Cl)cc2)c1)c1ccc(Cl)nc1
  1% | 3.3µM* | i | -41% | -3.1 | -0.4% | 14µM* | -2% | ?
> CCOc1ccc(NC(=O)c2cccnc2C(=O)O)cc1
  -1% | 24% | i | 14% | 0.3 | -0.3% | -3% | 4% | -8%
> Cc1cc2cc(CCNS(=O)(=O)c3ccc(Br)cc3)c(=O)[nH]c2cc1C
  · | -10% | · | -10% | · | -1.2% | -25% | 2% | -11%
> CCOc1ccc(NC(=O)CN2CCN(CC(=O)Nc3ccc(N(CC)CC)cc3)CC2)cc1
  · | · | · | -2% | · | -0.4% | 6% | -7% | -4%
> CCOc1ccc(-c2c(=O)n(OCC)c3ccccc3[n+]2[O-])cc1
  2% | 10% | i | -6% | -4.0 | 8.3% | -7% | -7% | 2%

# The results go on.
Compound	Mm-Cpn inhibitor	Nrf2 block	pAkt inh	HepG2 tox	CCT chaperon mod	Nrf2 activator	TGFb inhibitor	Abeta yeast res	A549 tox
CCOc1ccc(NC(=O)CC2C(=O)N(c3ccc(F)cc3)C(=O)N2Cc2ccc(OC)c(OC)c2)cc1 (centres undefined)	·	0%	·	-25%	·	4.1%	?	-6%	-4%
Cc1ccc(Oc2ncccc2/C=N/OCc2ccc(Cl)cc2Cl)cc1	0%	0%	i	0%	-11	4.0%	-1%	-6%	6%
CCNC(=S)Nc1nc2c(cc1C(=O)OCC)CCCC2	2%	9%	i	-17%	-2.5	-0.3%	12%	7%	1%
COc1ccc(C(=O)Nc2cnn(Cc3ccc(Cl)cc3)c2)cc1OC	1%	-24%	i	-26%	-6.5	2.9%	22%	13%	-4%
C=CCn1c(COC)nnc1SCC(=O)c1ccc(F)cc1	0%	15%	i	-3%	-1.9	2.8%	-3%	8%	6%
O=C(CCc1nc2ccccc2c(=O)[nH]1)NNC(=O)COc1ccc(Br)cc1	-1%	-9%	i	-1%	-3.3	-0.3%	0%	0%	-6%
O=c1ccnc(Sc2ncccc2[N+](=O)[O-])[nH]1	-13%	·	i	1%	2.0	5.3%	12%	30%	-8%
COc1ccc(Br)cc1/C=N/N1CCN(Cc2ccccc2Cl)CC1	0%	3%	i	-44%	-1.8	-0.2%	18%	-8%	0%
Cc1ccc(C(c2nnnn2CCc2ccccc2)N2CCSCC2)cc1 (centres undefined)	2%	-7%	i	1%	1.9	-0.5%	6%	7%	0%
Cc1nn(-c2nnc(NC3CCCCC3)nn2)c(C)c1Br	-3%	?	i	-21%	2.4	4.9%	4%	-1%	-2%
CCOC(=O)Cc1cnc(NC(=O)CSc2nc3ncnc(N)c3[nH]2)s1	1%	-4%	i	2%	-3.9	0.3%	8%	3%	-2%
O=C(CCc1ccccc1)NNC(=O)C1CCCCC1	2%	·	i	10%	-2.2	-0.3%	4%	-6%	8%
O=S(=O)(NCc1csc(-c2cccs2)n1)c1ccccc1	-6%	1%	i	13%	-2.6	27%	14%	-19%	2%
COC(=O)c1cc(-c2ccccc2)sc1N	2%	?	i	-5%	0.2	16µM*	-3%	17%	1%

# Full records from above. Screens in order: Mm-Cpn inhibitor, Nrf2 block, pAkt inh, HepG2 tox, CCT chaperon mod, Nrf2 activator, TGFb inhibitor, Abeta yeast res, A549 tox
# Shown for C=CCn1c(COC)nnc1SCC(=O)c1ccc(F)cc1 : 0%, 15%, i, -3%, -1.9, 2.8%, -3%, 8%, 6%
# Shown for COc1ccc(C(=O)Nc2cnn(Cc3ccc(Cl)cc3)c2)cc1OC : 1%, -24%, i, -26%, -6.5, 2.9%, 22%, 13%, -4%

# Screening results: PubChem BioAssay, National Center for Advancing Translational Sciences (NCATS)
